hERG rescue: hERG (human) protection from proarrhythmic block; 0.51% of 310,000 active; AID 1511; Q12809; activation (rescue from dofetilide block), less the hit threshold, % at 10 µM; CHO-hERG, FluxOR thallium flux, dofetilide IC70 present;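 active = activation above the mean of controls blocked by dofetilide plus 5 SD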;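 also: thallium influx through hERG after potassium depolarization seen as dye fluorescence rise; in these data hits start at about 4.7%; inactives centre near -7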
GSK3B inh: blocks human GSK3beta kinase activity; P49841; GST-GSK3beta kinase, ADP-Glo luminescence, 60 min; hits give low values; activity score (negative = inhibition), % at 10 µM; 0.038% of 300,000 active; AID 2097;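 active = more than half of replicate wells score below -50%, meaning over 50% inhibition versus plate controls; inconclusive = some replicates but at most half score below -50%; inactive = no replicate scores below -50%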;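 also: 0% = median DMSO wells and -100% = median GW8510 positive control wells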
Target sequence (P49841 whole entry, looked up): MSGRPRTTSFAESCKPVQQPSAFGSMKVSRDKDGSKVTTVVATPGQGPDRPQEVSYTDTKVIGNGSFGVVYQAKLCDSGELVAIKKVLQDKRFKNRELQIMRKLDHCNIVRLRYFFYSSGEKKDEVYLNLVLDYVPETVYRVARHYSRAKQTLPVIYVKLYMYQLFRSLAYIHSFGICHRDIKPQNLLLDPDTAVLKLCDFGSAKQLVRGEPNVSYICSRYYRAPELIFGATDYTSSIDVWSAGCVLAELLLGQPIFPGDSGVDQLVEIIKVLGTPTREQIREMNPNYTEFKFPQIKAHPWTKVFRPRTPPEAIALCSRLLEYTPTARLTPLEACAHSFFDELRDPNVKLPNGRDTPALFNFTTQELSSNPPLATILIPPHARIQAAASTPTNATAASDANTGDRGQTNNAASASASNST
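Test system – GST-tagged human GSK3beta kinase, cell-free · Incubation – 60 min enzyme reaction, room temperature · Signal – ADP-Glo luminescence · Also added – peptide substrate and ATP at 25 µM · Controls – DMSO neutral wells and GW8510 at 20 µM as positive · Buffer or medium – Tris/MgCl2 kinase buffer · Measure – Luminescence-derived activity versus plate DMSO and GW8510 wells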
GSK3A inh: inhibitors of human GSK-3 alpha kinase; P49840; ADP-Glo luminescence, 60 min; inhibition, % at 10 µM; 0.1% of 320,000 active;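 in the data active = inhibition above about 50%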;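 also: GST-tagged GSK-3 alpha with peptide substrate and 25 µM ATP; 0% = DMSO neutral wells and 100% = GW8510 positive control wells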
KCNQ1 pot: potentiators or activators of human KCNQ1 potassium channel; B-score at 10 µM; 0.35% of 310,000 active; P51787; CHO-K1 KCNQ1, thallium flux FluxOR fluorescence; hits give high values;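 active = fluorescence ratio B-score, a plate-corrected score, at least three library SD, with initial intensity B-score within 5 SD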
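System: CHO-K1 cells stably expressing KCNQ1 / Medium: assay buffer for compound exposure, DMSO matched across wells / Reagent: thallium- and potassium-containing depolarizing buffer / Compound: one concentration, matched DMSO / Incubation: 20 min compound pretreatment at room temperature / Measured by: kinetic FluxOR fluorescence, 10 s baseline plus 110 s post-stimulus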
RGS4 act: RGS4 potentiation or activation | HEK293 M3R/inducible RGS4, carbachol calcium flux Fluo4; hits give low values | B-score at 10 µM | 0.92% of 310,000 active | AID 463111;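 active = B-score of the integrated calcium signal more than 4 SD below the library mean, with starting fluorescence not abnormally high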;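 also: negative B-score means reduced calcium response which marks RGS4 activation or potentiation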
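test system = M3R-expressing HEK293 line, RGS4 induced by doxycycline | probe or stimulus = carbachol at ECmax as muscarinic agonist stimulus | timing = dye loading 30 min 37 °C, buffer rest 30 min RT | signal = calcium dye Fluo4 fluorescence | evaluation = B score from integrated fluorescence ratio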
Dyrk1A ADPGlo: inhibitors of rat Dyrk1A kinase; inhibition, % at 12.5 µM; 0.43% of 310,000 active; AID 504441; ADP-Glo luminescence, NFATc1 peptide; Q63470; in the data active = inhibition above about 50%;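 also: plate controls were vehicle with enzyme for no effect and no enzyme for full effect; many of its hits are not listed in these tables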
KCNK3 inh: human KCNK3 channel inhibition, primary screen | O14649 | CHO-KCNK3 thallium flux, FluxOR fluorescence; hits give low values | B-score at 10 µM | 0.84% of 340,000 active;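 active = B-score under library mean minus 4 SD, starting fluorescence ratio at most library mean plus 5 SD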;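 also: more negative B-score means stronger inhibition of thallium flux through KCNK3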
Target sequence (O14649 whole entry, looked up): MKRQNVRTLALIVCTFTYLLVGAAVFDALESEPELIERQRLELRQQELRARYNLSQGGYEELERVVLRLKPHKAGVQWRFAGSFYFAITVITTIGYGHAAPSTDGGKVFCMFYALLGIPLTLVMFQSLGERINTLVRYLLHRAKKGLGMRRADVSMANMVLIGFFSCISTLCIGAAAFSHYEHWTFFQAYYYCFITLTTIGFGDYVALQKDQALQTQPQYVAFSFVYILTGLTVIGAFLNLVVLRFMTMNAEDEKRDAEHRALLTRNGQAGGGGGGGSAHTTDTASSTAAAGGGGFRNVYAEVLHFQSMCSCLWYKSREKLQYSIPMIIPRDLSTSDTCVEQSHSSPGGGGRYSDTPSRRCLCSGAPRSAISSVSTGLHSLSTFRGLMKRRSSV
PolyA inh: blocks polyadenylation in yeast reporter cells | S. cerevisiae SKY197-pL101 polyadenylation reporter, beta-gal luminescence; efflux-impaired pdr1/pdr3 knockout yeast; score 100 = 6 SD above DMSO | calls only at 12 µM | 0.02% of 300,000 active;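 active = lowest replicate activity score at least 50, where 100 means six control SD above control mean; inconclusive = lowest score under 50 but half or more replicates reach 50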;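 also: yeast exposed to compound for 9 h at 30 °C; higher score means more reporter readthrough which indicates perturbed polyadenylation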
KCNK9 block: blocks the human KCNK9 two-pore domain potassium channel | 1.2% of 310,000 active | HEK293 KCNK9, FluxOR thallium flux fluorescence; hits give low values | AID 488922 | B-score at 10 µM;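 active = ratio B-score over 3 SD below the library mean, with starting fluorescence within 5 SD of its mean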;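 also: negative B-score means less thallium flux so channel inhibition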
KCNQ1 block: human KCNQ1 channel inhibition | B-score at 10 µM | P51787 | 1.3% of 310,000 active | CHO-K1 KCNQ1, FluxOR thallium flux fluorescence; hits give high values;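 active = compounds whose thallium flux B-score, printed positive for inhibition, exceeds three library SD while starting fluorescence stays within three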;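 also: channel opened by potassium depolarization with thallium stimulus after 20 min compound exposure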
HDAC3 inhib: blocks human histone deacetylase 3. O15379. recombinant HDAC3, fluorogenic peptide/trypsin coupled, fluorescence. inhibition, % at 8.3 µM. 0.15% of 320,000 active. AID 2718; in the data active = inhibition above about 26%, passing the limit was not always enough; inconclusive = no clear call, values can overlap the other calls
* = called active by the depositor; i = inactive; ? = inconclusive; · = not tested or not shown. This is a subset; count on the stated rates, not on these rows.

SMILES	hERG rescue	GSK3B inh	GSK3A inh	KCNQ1 pot	RGS4 act	Dyrk1A ADPGlo	KCNK3 inh	PolyA inh	KCNK9 block	KCNQ1 block	HDAC3 inhib
O=C(NC12CC3CC(CC(C3)C1)C2)c1cc([N+](=O)[O-])ccc1Cl	-6	-1	3	i	i	1	i	i	i	i	-3
O=C(/C=C/c1ccco1)Nc1ccccn1	-1	3	0	i	i	11	i	i	i	i	15
COc1cc(OC)c(C(=O)Nc2ccc(S(=O)(=O)Nc3ncccn3)cc2)cc1OC	-10	2	-1	i	i	2	i	i	i	i	-1
COCCn1nnnc1C(c1cccs1)N1CCN(c2nc3ccccc3s2)CC1 (centres undefined)	-8	1	-1	i	i	5	i	i	i	i	4
Cc1ccc(CNC(=O)/C=C/c2c(Cl)cccc2Cl)cc1	-8	-4	-2	i	i	-5	i	i	i	i	3
COc1ccc(N2CCN(C(=O)c3ccc(F)cc3)CC2)c([N+](=O)[O-])c1	-9	1	-1	i	i	7	i	i	i	i	-1
COc1cc(S(=O)(=O)N2CCCCC2)ccc1NC=O	0	-5	5	i	i	3	i	i	i	i	0
Clc1cccc(Nc2c3c(nc4ncnn24)CCC3)c1	-13	-1	2	i	i	0	i	i	i	i	-2
COC(=O)c1cc(C)sc1NC(=S)N1CCN(CCc2ccccc2)CC1	-17	2	-2	i	i	·	-10*	i	i	i	3
COc1ccc(/C(O)=C/c2nc3ccc(C(=O)NCCc4cccc(C)c4)cc3[nH]c2=O)cc1OC	-12	-2	-2	i	i	-1	i	i	-8*	i	-4
COC(=O)c1cn(NC(=O)c2ccncc2)c(=O)c2ccccc12	-8	2	-1	i	i	-1	i	i	i	i	1
Cc1cccc(C)c1NC(=O)C(c1cccc([N+](=O)[O-])c1)N(C)C(=O)c1ccccn1 (centres undefined)	-8	-1	1	i	i	4	i	i	i	i	6
COc1ccc(C(=O)Nc2nc(C)c3cc4c(cc3n2)OCO4)cc1	-6	0	1	i	i	-1	i	i	i	i	0
CC(C)c1c(C(=O)N/N=C/c2cccnc2)nnn1-c1nonc1N	-3	1	-1	i	i	1	i	i	i	i	-3
COC(=O)/C(C#N)=C(/Nc1ccc(F)c(Cl)c1)C(F)(F)F	-4	3	-4	i	i	12	i	i	i	i	-1
Cc1sc(NC(=O)c2ccc3ncsc3c2)c(C(N)=O)c1C	-6	2	2	i	i	-3	i	i	i	i	4
CCOc1ccc2cc(C3CC(c4ccco4)=NN3S(C)(=O)=O)c(=O)[nH]c2c1 (centres undefined)	-3	-1	-2	i	i	4	i	i	i	i	1
O=C(NC1CCCCC1)C1CCN(c2nnnn2-c2ccccc2)CC1	-10	-1	-5	i	i	1	i	i	i	i	3
CCC(NC(=O)c1cc(COc2ccc(C)nc2)on1)c1ccc(C)cc1 (centres undefined)	-6	-2	-2	i	i	-2	i	i	i	i	9
Cc1occc1C(=O)NNS(=O)(=O)c1ccc(Cl)cc1	-13	1	-1	i	i	-2	i	i	i	i	-8
C=CCn1c(=O)/c(=C/c2ccc(F)cc2)s/c1=C(\C#N)c1nnc2n1CCCCC2	-8	0	1	i	i	-4	i	i	i	i	0
CCN(CCCNC(=O)CCn1c(=O)[nH]c2ccccc2c1=O)c1ccccc1	-15	3	-3	i	i	3	i	i	i	i	?
COc1ccccc1-c1ocnc1C(=O)Nc1ccc(N2CCOCC2)cc1N1CCOCC1	-15	0	·	i	i	16	i	i	i	i	·
Cc1ccc(C)c(N(CC(=O)NC2CCCC2)C(=O)CCC(=O)Nc2nccs2)c1	-7	-1	6	i	i	-3	i	i	i	i	2
CSc1ccc(CN2CCN(CC=C(C)C)C(CCO)C2)cc1 (centres undefined)	-15	2	-4	i	i	-4	i	i	i	i	6
COc1ccc(CC2(CO)CCN(Cc3ccncc3)CC2)cc1	-9	-2	1	i	i	-5	i	i	i	i	1
CCOC(=O)C1CCN(C(=O)c2ccc3c(=O)n4c(nc3c2)CCCCC4)CC1	-11	4	-4	i	i	-13	i	i	i	i	-6
O=C(CP(=O)(c1ccccc1)c1ccccc1)Nc1nc2ccc(Cl)cc2s1	-3	-4	-2	i	i	-1	i	i	i	i	6
CCCC(=O)NC(=S)Nc1ccccc1N1CCOCC1	0	-12	2	i	i	10	i	i	i	i	0
CC(C(=O)Nc1ccc(F)c(F)c1F)N(C)CC(=O)Nc1ccccc1Br (centres undefined)	-3	-4	1	i	i	2	i	i	i	i	3
COc1ccc(N2CCN(Cc3nc(-c4ccc(Cl)cc4Cl)no3)CC2)cc1	-6	4	-3	i	i	0	i	i	i	i	-9
C=CCn1c(COc2cccc(C)c2C)nnc1SCC(=O)N1CCN(c2ccccc2)CC1	-19	1	-2	i	i	-2	i	i	i	i	6
O=S(=O)(Nc1cccc(-c2ccc3nncn3n2)c1)c1ccc(Cl)s1	-6	-1	-3	i	i	3	i	i	i	i	3
COc1ccccc1C(=O)Nc1ccnn1C1CCN(CC2CC=CCC2)CC1 (centres undefined)	-3	0	-1	i	i	0	i	i	i	i	4
CC(C)(C)c1ccccc1OCCOCCNCc1ccccc1	-7	0	3	i	i	0	i	i	i	i	-5
CS(=O)(=O)N1CCN(c2ccccc2NC(=S)NC(=O)c2cccs2)CC1	-16	-1	0	i	i	-3	i	i	i	i	5
Cc1cc(=O)oc2cc(NC(=O)CCCC(=O)O)ccc12	-8	8	·	i	i	3	i	i	i	i	-87
Cc1cc2oc(=O)cc(CN3CCN(S(=O)(=O)c4ccc5c(c4)OCCO5)CC3)c2cc1C	-1	3	-1	i	i	5	i	i	i	i	4
COc1cccc(CCNC(=O)C2CCC(=O)N(Cc3cccc(OC)c3)C2)c1 (centres undefined)	-5	0	0	i	i	2	i	i	i	i	1
O=C(COC(=O)c1cn(-c2ccccc2)nc1-c1ccccc1)c1ccc([N+](=O)[O-])cc1	-15	4	-5	i	i	·	·	i	i	i	-3
Cc1ccc(Oc2ncccc2NC(=O)CC(CC(=O)O)c2ccccc2)c2c1CCC2 (centres undefined)	-9	-3	-4	i	i	·	i	i	i	i	2
C/C(Cl)=C/Cn1c(SCc2ccc(Cl)cc2)nc2c1c(=O)[nH]c(=O)n2C	-7	-4	·	i	i	0	i	i	i	i	·
Nc1ccc2c(c1)C(=O)N(CCCCCC(=O)O)C2	-7	4	1	i	i	-7	i	i	i	i	-22
COc1ccc(NC(=O)Cc2coc3cc(C)ccc23)cc1S(=O)(=O)N1CCOCC1	-5	0	0	i	i	-2	i	i	i	i	6
COCCSc1ccccc1C(=O)Nc1ccc(Cl)cn1	-11	-3	3	i	i	0	i	i	i	i	-4
CCOC(=O)N1CCN(CC(=O)Nc2cc(C)nn2-c2nc3ccccc3s2)CC1	1	1	-2	i	i	0	i	i	i	i	-6
COc1ncccc1C(=O)NC1CCCc2c1cnn2-c1ccc(C)c(C)c1 (centres undefined)	-18	1	-1	i	i	0	i	i	i	i	7
CC(C)(CSc1nncn1/N=C/c1ccco1)NS(=O)(=O)c1ccc(Cl)cc1	-5	3	3	i	i	5	i	i	i	i	10
O=C(COc1ccccc1)NC(=S)Nc1ccc(Br)cn1	-6	-6	0	22*	i	·	i	i	i	i	1
OC(COc1ccc(CNCc2cccnc2)cc1)CN1CCc2ccccc2C1 (centres undefined)	-8	0	-4	i	i	-3	i	i	i	i	6
(listing goes on)
SMILES	hERG rescue	GSK3B inh	GSK3A inh	KCNQ1 pot	RGS4 act	Dyrk1A ADPGlo	KCNK3 inh	PolyA inh	KCNK9 block	KCNQ1 block	HDAC3 inhib
Cc1cc(NC(=O)c2ccc(N3C(=O)CCC3=O)cc2)no1	-10	2	3	i	i	5	i	i	i	i	-2
COc1ccc(CCNC(=S)Nc2ccccc2C)cc1	-5	-6	1	i	i	4	i	i	i	i	-5
OCCN1CCN(CCSc2ccccc2)CC1	-15	1	-1	i	i	0	i	i	i	i	0
Cc1ccc(S(=O)(=O)NCCSc2nnnn2-c2ccc(C(N)=O)cc2)cc1	-10	3	0	i	i	14	i	i	i	i	-2
CCOC(=O)c1[nH]c2ccccc2c1NC(=O)c1nonc1C	-9	0	-1	i	i	6	i	i	i	i	12
CN(C)NC(=O)C12CCC(C)(C(=O)O1)C2(C)C (centres undefined)	-12	1	2	i	i	2	i	i	i	i	0
C=CCn1c(SCC(=O)Nc2ccc(C(=O)OC(C)C)cc2)nnc1-c1cccs1	-9	-1	-2	i	i	-4	i	i	i	i	-5
CCCCCCOc1ccc(N2C(=O)CC(N3CCN(CCN=CC4=C(O)CC(C)(C)CC4=O)CC3)C2=O)cc1 (centres undefined)	-16	0	-2	i	i	4	i	i	i	i	0
COc1ccc(O)c(/C=N/N=C2/C(=O)Nc3ccccc32)c1	-10	0	-1	i	i	1	i	i	i	i	2
